ELG1 DNA repair = qHTS screen for small molecules that inhibit ELG1-dependent DNA repair in human embryonic kidney (HEK293T) cells expressing luciferase-tagged ELG1. HEK293T ELG1-luciferase reporter, luminescence, 16 h; DNA damage induced by 5-fluorouridine. Potency, µM (highest dose often 46.1 µM), inactives show at the highest dose activity change, negative = inhibition, actives largely listed as inhibitors. 330,000 tested, 2.3% active. AID 504467, 2011; further: potency means the concentration at half of the fitted maximal effect; on the % scale 0 is the no-effect control and ±100 the full control effect; nearly all actives have a fitted effect of over 55% in size
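Luminescence from the luciferase reporter, measured 30 min after ONE-Glo reagent at room temperature, was the read-out. Beforehand, 2,000 cells per well were exposed for 16 hr at 37 °C to 5-fluorouridine together with compound or vehicle.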
TSG101-PTAP inh = qHTS Assay for Iinhibitors of HIV-1 Budding by Blocking the Interaction of PTAP/TSG101; 340,000 tested, under 10 active; Potency, µM (titrated, usually from 115 µM), without a hit: at the top dose activity change, negative = inhibition, actives largely listed as inhibitors; Fluorescence polarization, FITC-PTAP peptide / Tsg101 binding; Tumor susceptibility gene 101 protein (Homo sapiens), Q99816; active means well fitted inhibition curve with a large enough effect in the main read-out, with a control signal flat, not every such curve was filed as active; inconclusive means small, poorly fitted or top-dose-only effect, or effect the other way, or a change in a side signal; inactive means no such curve, though single readings can be large or run the other way; further: potency means the concentration at half of the fitted maximal effect; % of control where 0% means no effect
Target sequence (Q99816 whole entry, looked up): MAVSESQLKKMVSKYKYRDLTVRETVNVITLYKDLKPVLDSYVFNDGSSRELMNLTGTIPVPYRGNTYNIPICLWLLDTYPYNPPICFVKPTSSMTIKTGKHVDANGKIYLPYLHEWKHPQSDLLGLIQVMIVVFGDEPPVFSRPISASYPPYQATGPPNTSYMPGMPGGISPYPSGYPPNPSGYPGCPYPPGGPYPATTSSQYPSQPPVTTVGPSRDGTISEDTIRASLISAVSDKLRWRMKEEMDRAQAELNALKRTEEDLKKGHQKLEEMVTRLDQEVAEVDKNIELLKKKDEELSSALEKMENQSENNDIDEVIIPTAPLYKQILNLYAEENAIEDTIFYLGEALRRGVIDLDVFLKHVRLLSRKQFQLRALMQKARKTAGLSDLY
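Tsg101 binding domain (10 uM final) was mixed with compound and a FITC-labeled PTAP peptide (50 nM final) in HEPES pH 7.5 buffer with NaCl, Tween 20, EDTA and TCEP; fluorescence polarization was read after 20 min at r.t.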
B2AR arrestin = qHTS assay of beta-arrestin-biased ligands of beta2-adrenergic receptor; beta-arrestin recruitment to beta2AR, cell-based reporter; Beta-2 adrenergic receptor (Homo sapiens), P07550; 330,000 tested, 0.02% active; Potency, µM (highest dose often 46.1 µM), without a hit: top-dose activation, hits mostly activators;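 further: potency means the concentration at half of the fitted maximal effect; 0% = DMSO controls and full agonism = EC100 isoproterenol or metaproterenol; nearly all actives have a fitted effect of over 65% in size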
Target sequence (P07550 whole entry, looked up): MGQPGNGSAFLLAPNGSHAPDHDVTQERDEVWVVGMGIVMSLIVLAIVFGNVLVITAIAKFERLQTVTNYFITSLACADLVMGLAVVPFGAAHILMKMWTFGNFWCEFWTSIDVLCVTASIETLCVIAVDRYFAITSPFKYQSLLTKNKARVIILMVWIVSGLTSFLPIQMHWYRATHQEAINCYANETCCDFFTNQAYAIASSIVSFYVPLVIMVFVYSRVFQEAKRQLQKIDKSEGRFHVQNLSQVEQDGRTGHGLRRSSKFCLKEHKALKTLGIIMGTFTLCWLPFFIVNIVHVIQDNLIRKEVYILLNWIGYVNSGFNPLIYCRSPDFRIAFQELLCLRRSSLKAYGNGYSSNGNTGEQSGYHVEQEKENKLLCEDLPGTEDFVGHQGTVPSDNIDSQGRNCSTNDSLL
Tb PFK block = qHTS Assay to Find Inhibitors of T. brucei phosphofructokinase; ATP-dependent 6-phosphofructokinase (Trypanosoma brucei brucei), O15648; T. brucei PFK, ADP-Glo luminescence; Potency, µM (top dose mostly 57.5 µM), inactives show at the top dose activity, negative = inhibition, most hits filed as inhibitors; 330,000 tested, 0.17% active; AID 485367, 2010;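 further: potency means the concentration at half of the fitted maximal effect; 0% = uninhibited 1x PFK enzyme wells and -100% = no-enzyme wells; nearly all actives have a fitted effect of over 60% in size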
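1.25 nM PFK with 0.5 mM F6P and 0.1 mM ATP in 0.1 M TEA pH 8.0, 5 mM MgCl2, incubated 45 min at room temperature; ADP measured by ADP-Glo luminescence; compounds titrated up to 57 uM.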
Mito fusion yeast = qHTS Assay for Small Molecule Inhibitors of Mitochondrial Division or Activators of Mitochondrial Fusion; Potency, µM (titrated, usually from 46.1 µM), without a hit: at the highest dose growth rescue (activation), actives largely listed as activators; S. cerevisiae fusion-defective mutant growth rescue, CellTiterGlo 48 h; 320,000 tested, 0.23% active;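 further: potency means the concentration at half of the fitted maximal effect; % of control where 0% means no effect; nearly all actives have a fitted effect of over 45% in size; temperature-sensitive fusion mutants such as fzo1-1 at 37 °C on non-fermentable ethanol glycerol medium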
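Read-out: ATP-based luminescence (CellTiterGlo, 10 min ambient) reporting growth of fusion-defective ts yeast after 48 hours at 37C on glycerol/ethanol YPEG medium in the presence of compound.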
TSHR antagonist = Antagonists of the Thyroid Stimulating Hormone Receptor: HTS campaign | Thyrotropin receptor (Homo sapiens), P16473 | activity change, negative = inhibition, % at 11.5 µM | TSHR-expressing cells, TSH-stimulated cAMP HTRF, 2 h; active compounds read low | 330,000 tested, 0.2% active;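 active means activity change below a set negative limit, meaning inhibition stronger than a set level, cut at about -70% in these data; inconclusive means activity change between two set negative limits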; further: on the % scale 0 is the no-effect control and ±100 the full control effect
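TSHR-expressing cells, 200/well, pre-treated with compound, then stimulated with EC80 TSH (4nM final) for 2 hours at 37 deg C. cAMP measured by competitive HTRF: anti-cAMP cryptate antibody in lysis buffer plus cAMP-d2, read after 30 minutes at room temperature.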
uPA generation = qHTS for Inhibitors of Cell Surface uPA Generation; Potency, µM (top dose mostly 38.3 µM), inactives show at the top dose activity change, negative = inhibition, actives largely listed as inhibitors; cell surface uPA generation assay, qHTS; 330,000 tested, 0.31% active; active means well fitted inhibition curve with a large enough effect; inconclusive means small, poorly fitted or top-dose-only effect; inactive means no such curve, though single readings can be large or run the other way; tested in mouse RAW 264.7 cells; further: potency means the concentration at half of the fitted maximal effect; on the % scale 0 is the no-effect control and ±100 the full control effect; nearly all actives have a fitted effect of over 55% in size
BCR signal inh = qHTS Assay to Find Inhibitors of Chronic Active B-Cell Receptor Signaling. ABC-DLBCL IkBa-CBG/CBR reporter, luminescence ratio, 4 h. Potency, µM (highest dose often 46.1 µM), for the others: at the top dose ratio change, negative = lower green/red ratio, most hits filed as inhibitors. 340,000 tested, 0.05% active. AID 493014, 2011; active means well fitted inhibition curve with a large enough effect in the signal ratio, with a control signal flat, not every such curve was filed as active; inconclusive means small, poorly fitted or top-dose-only effect, or effect the other way, or a change in a side signal; the % refers to the signal ratio;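 further: potency means the concentration at half of the fitted maximal effect; plate controls were basal doxycycline-induced cells for no effect and cells given 10 µM MG132 for full effect; MG132 reads +100%, hits lower the ratio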
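Concentration-response series (up to 46 uM) were applied to TMD8 dual-reporter cells for 4 h at 37C with doxycycline. Green/red ratio, after filter-overlap correction, defined %Activity; red signal alone was normalised to basal cells and zero luminescence.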
USP2a block = qHTS Assay for Inhibitors of Ubiquitin-specific Protease USP2a Using CHOP2 as the Reporter; 330,000 tested, 0.01% active; AID 463254, 2010; USP2 core, Ub-CHOP2 coupled fluorogenic reporter, 485/531; Ubiquitin carboxyl-terminal hydrolase 2 (Homo sapiens), O75604; Potency, µM (series often up to 38.3 µM), for inactives: at the highest dose activity change, negative = inhibition, actives largely listed as inhibitors;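 further: potency means the concentration at half of the fitted maximal effect; plate controls were DMSO wells for no effect and full inhibition by NEM control for full effect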
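USP2 core (10nM final) preincubated 30min RT with compound in 20mM Tris-HCl pH 8.0, 2mM CaCl2, 2mM beta-mercaptoethanol, 0.05% CHAPS; 25nM Ub-CHOP2 plus 25nM reporter substrate added, fluorescence (Ex485/Em531) read after 60min.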
TCR activator = Activators of T cell receptors: qHTS campaign; primary human leukocytes, anti-CD3, IL-2 HTRF, 48 h; Potency, µM (doses to about 9.22 µM), without a hit: top-dose activation of IL-2 secretion, usual class: activators; 330,000 tested, under 10 active; AID 504894, 2011; further: % of control where 0% means no effect
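Using a-CD3 beads without co-stimulation, primary human leukocytes were exposed to compounds for 48 hr. An HTRF IL-2 kit measured the cytokine, with europium-to-d2 energy transfer producing emission at 665nm upon 320nm excitation.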
Eya2 phos inh = qHTS Assay for Inhibitors of the Phosphatase Activity of Eya2; recombinant Eya2, OMFP fluorescence dephosphorylation (OMFP is methylfluorescein phosphate); Potency, µM (doses to about 76.9 µM), inactives show at the highest dose activity, negative = inhibition, hits mostly inhibitors; 330,000 tested, 0.006% active; AID 488837, 2010; further: potency means the concentration at half of the fitted maximal effect; on the % scale 0 is the no-effect control and ±100 the full control effect
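Eya2 (0.2 uM) preincubated 10 min at ambient with compound, then OMFP substrate added at 50 uM; 10 min reaction in 50 mM HEPES pH 7.5, 50 mM NaCl, 5 uM MgCl2, 0.05% BSA, 1 mM DTT. Fluorescence read at Ex 485/Em 525 nm.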
The depositor's hits bear a star; ? = inconclusive; / = no result given; [ ] = another dose, or the depositor's remark. Unless noted, the call rests on the fitted dose curve; in most records, active means well fitted curve in the direction sought with a large enough effect; inconclusive means small, poorly fitted or top-dose-only effect, or another doubt; inactive means no such curve, though single readings can be large; an effect the other way counts as inactive or inconclusive.

canonical_smiles	ELG1 DNA repair	TSG101-PTAP inh	B2AR arrestin	Tb PFK block	Mito fusion yeast	TSHR antagonist	uPA generation	BCR signal inh	USP2a block	TCR activator	Eya2 phos inh
CC(C)C(=O)Nc1cccc(C(=O)Nc2nnc(C(C)C)s2)c1	?	-1%	0.4%	3%	-4%	14	1%	12%	-4%	-4%[46.1 µM]	4%
CCN(CC)C(=O)/C(NC(=O)c1ccccc1)=C(/Sc1ncccn1)c1ccccc1	?	0%	-0.8%	-5%	1%	3	6%	1%	4%	0%[46.1 µM]	5%
CCc1cc(C(=O)O)c(NC(=O)C(c2ccccc2)c2ccccc2)s1	-5%	-2%	-1.7%	0%	9%	-11	-1%	-2%	3%	-1%	-11%
CC(=O)c1c(C)[nH]c(C(=O)NCc2cccs2)c1C	16%	-9%	-0.1%	-6%	3%	10	-5%	9%	0%	5%	-26%
CCOC(=O)C1=C(C)N(CCCC(=O)O)C(=O)NC1c1ccc([N+](=O)[O-])cc1 (configuration not stated)	1%	-1%	-0.8%	?	-1%	5	16%	6%	-1%	1%	-1%
COc1ccc(-c2nn(-c3ccccc3)cc2/C=N/N=C(N)N)cc1OC	?	9%	-1.0%	-1%	0%	-6	4%	?	2%	-1%[46.1 µM]	-5%
CCOc1ccc2[nH]c(C(=O)N/N=C/c3ccccc3OC)cc2c1	?	0%	-0.6%	3%	-8%	-9	-11%	?	3%	1%	5%
O=C(/C=C/CCc1ccc2c(c1)OCO2)N1CCCCC1	?	0%	-1.3%	-7%	/	0	6%	1%	7%	-2%	4%
COc1cc(/C=C2\C(=O)NN(c3ccccc3)C2=O)cc([N+](=O)[O-])c1O	1%	0%	0.2%	?	-5%	-4	1%	?	1%	-5%	12%
O=C(CCCOc1ccccc1)Nc1cccnc1	2%	1%	-0.4%	2%	0%	-6	-7%	-1%	2%	-10%[46.1 µM]	1%
O=C(Nc1c2c(nc3ccccc13)CCCC2)c1ccccc1F	-5%	2%	0.1%	-23%	-1%	-12	-8%	1%	0%	1%[46.1 µM]	1%
O=C1CS(=O)(=O)c2ccccc2N1	11%	-2%	0.4%	16%	-8%	4	2%	3%	-1%	-13%	-1%
COc1cc(NC(=O)c2ccc3c(c2)S(=O)(=O)N=C2CCCCCN23)cc(OC)c1	4%	2%	-0.3%	-3%	9%	-11	11%	-6%	-2%	-2%	-39%
O=C1C(=O)N(c2ccccn2)C(c2ccc(F)cc2)/C1=C(/O)c1ccc(Br)cc1 (configuration not stated)	28%	-5%	-0.7%	0%	1%	0	-6%	1%	0%	2%	3%
Nc1ccccc1Nc1cc(-c2ccccc2)nn1-c1cccc(Cl)c1	?	-1%	-0.3%	-3%	?	-2	1%	7%	-11%	-3%[46.1 µM]	-12%
COc1ccc(C2C(C(=O)c3cc4cccc(OC)c4o3)=C(O)C(=O)N2CCCN(C)C)cc1OC (configuration not stated)	?	/	0.2%	3%	1%	5	/	-1%	-1%	/	34%
O=C(OCc1ccccc1)c1cn(-c2ccccc2)nc1-c1ccncc1	?	-4%	0.5%	-2%[0.46 µM]	-5%	24	-4%	9%	1%	-75%	-19%
Cc1cccc(Nc2sc(C(=O)c3cc4cc(Cl)ccc4o3)c(N)c2C#N)c1	-12%	-6%	0.2%	-3%	6%	-3	4%	-1%	2%	4%	5%
CCN(c1ccccc1)S(=O)(=O)c1ccc(Cl)c(C(=O)O)c1	-8%	-8%	0.3%	2%	7%	-6	-1%	8%	1%	3%	14%
COc1ccc([N+](=O)[O-])cc1/C=N/NC(=O)c1nonc1N	4%	-1%	0.1%	-4%	-15%	-5	-12%	0%	2%	9%	0%
NS(=O)(=O)c1ccc(NC(=O)CN2CCCC2)cc1	3%	3%	0.1%	0%	13%	11	2%	5%	-1%	-1%	-9%
O=C(CCNS(=O)(=O)c1cccs1)N1CCN(c2cccc(Cl)c2)CC1	2%	-2%	-0.6%	-27%	5%	-8	-3%	1%	-1%	0%	-1%
CCOc1ccc(-c2ccc(SCC(=O)Nc3nnc(C)s3)nn2)cc1	?	-3%	-0.4%	1%	-4%	-12	-5%	?	0%	1%	?
CCOC(=O)c1[nH]c2ccc(F)cc2c1NC(=O)C(C)N1CCc2cc(OC)c(OC)cc2C1 (configuration not stated)	4.1µM*	-4%	-0.9%	-3%	1%	2	-12%	?	-1%	0%	1%
Cc1ccc(N)c(C(=O)CCCCC(=O)O)c1	3%	1%	-0.1%	6%	-1%	-12	/	9%	1%	-4%	17%[15.4 µM]
C/C=C/Cn1c(N(C)Cc2ccccc2)nc2c1c(=O)[nH]c(=O)n2C	?	0%	3.7%	-7%	19%	3	?	?	2%	-3%[46.1 µM]	0%
CC(=O)Nc1ccc(NC(=O)c2ccc(COc3ccc4c(C)cc(=O)oc4c3)cc2)cc1	3%	/	-0.6%	0%	-18%	-1	/	-6%	0%	0%[46.1 µM]	2%
CN1CCN(C(=O)CN(c2cccc(Cl)c2)S(=O)(=O)c2ccccc2)CC1	-5%	-4%	-0.1%	3%	-2%	-7	-3%	-3%	0%	-3%	2%
CC(=O)Nc1ccc(S(=O)(=O)N(CCc2ccccc2)CC(=O)N/N=C/c2ccc(C(=O)O)cc2)cc1	-15%	-6%	-0.5%	0%	1%	5	3%	8%	11%	3%	9%
Cc1ccc(NC(=O)CSc2nnc(C3CC3)n2N)cc1S(=O)(=O)N1CCOCC1	-13%	-2%	0.0%	-4%	7%	-9	0%	0%	-1%	0%	5%
CCN(CC)CCNC(=O)c1sc2nc(-c3ccccc3)cn2c1C	?	-1%	-0.4%	0%	-1%	-1	-2%	15%	0%	1%	0%
Cc1ccc(CSc2nc3sc(C)c(C)c3c(=O)n2Cc2ccco2)cc1	1%	-7%	0.6%	0%	1%	7	2%	-23%	-8%	3%	-14%
CC(=O)C1C(=O)CC(C)(O)C(C(C)=O)C1c1ccc(N(C)C)cc1 (configuration not stated)	5%	-4%	-0.2%	0%	-1%	2	/	14%	1%	-3%	23%
CN(C)CCNC(=O)C1(O)c2cc(Br)ccc2NC(=O)N1c1ccc(Cl)cc1 (configuration not stated)	10%	-1%	0.3%	1%	8%	-2	-2%	?	0%	-18%	4%
Cc1c(OCC(=O)NCCN2CCOCC2)ccc2c1oc(=O)c1ccccc12	?	-4%	-0.3%	1%	-1%	7	-1%	?	5%	-3%	-6%
Clc1ccc2[nH]c3c(c2c1)CNCC3	-23%	0%	0.1%	-15%	-5%	6	10%	18%	1%	4%	7%
COc1ccc(C(=O)ON=C2CCN(C)CC2)cc1	9%	2%	0.1%	5%	-1%	-22	/	-2%	0%	0%	1%
CCc1cccc(C)c1NC(=O)CSc1nc2ccncc2[nH]1	7%	2%	-0.1%	1%	3%	-1	0%	-1%	-5%	-8%	0%
Cc1ccc(CSc2nc3c(c(=O)[nH]c(=O)n3C)n2CCC(C)C)cc1	?	-4%	-0.1%	-7%	5%	-5	-2%	21%	-1%	4%	-9%

An unsorted share of the library, and some 3% of all compounds hit somewhere here.
